# Screening results: PubChem BioAssay, Broad Institute
# TcdB inh: TcdB glycohydrolase inhibitors, primary screen, biochemical, single point, plate reader | Toxin B (Clostridioides difficile), P18177 | inhibition, % at 9.99 µM | 350,000 tested, 0.24% active | AID 652162, 2013 | TcdB glycohydrolase enzymatic assay; in the data active = inhibition above about 10%
# Numbers without * were called inactive. Not all compounds are listed, so the mix of outcomes need not match the whole.
SMILES,TcdB inh
CCCC#Cc1cnc2c(c1)C(=O)N([C@@H](C)CO)C[C@H](C)[C@@H](CN(C)C(=O)c1cccc(F)c1)O2,0.0
C[C@@H]1CCCCO[C@@H](CN(C)S(=O)(=O)c2cn(C)cn2)[C@H](C)CN([C@@H](C)CO)C(=O)c2cc(N(C)C)ccc2O1,-6.8
COC(=O)C[C@@H]1C[C@@H]2c3cc(NC(=O)Nc4ccc(C(F)(F)F)cc4)ccc3O[C@@H]2[C@H](CO)O1,0.2
COc1ccccc1NC(=O)N(C)C[C@H]1Oc2ncc(Br)cc2C(=O)N([C@H](C)CO)C[C@@H]1C,1.0
C[C@@H]1CN([C@H](C)CO)C(=O)c2cccc(NS(=O)(=O)c3cn(C)cn3)c2O[C@H]1CN(C)Cc1ccc(Oc2ccccc2)cc1,0.5
Cc1ccc(S(=O)(=O)N(C)C[C@H]2Oc3ccc(NC(=O)Nc4cccc5ccccc45)cc3CC(=O)N([C@@H](C)CO)C[C@@H]2C)cc1,-0.2
COc1ccc(S(=O)(=O)Nc2ccc3c(c2)CC(=O)N([C@H](C)CO)C[C@H](C)[C@@H](CN(C)CC2CC2)O3)cc1,-2.7
CN(C)CC(=O)Nc1ccc2c(c1)[C@@H]1C[C@@H](CC(=O)NCc3ccc(Cl)cc3)O[C@@H](CO)[C@@H]1O2,-1.3
COc1ccc(NC(=O)Nc2ccc3c(c2)C(=O)N([C@H](C)CO)C[C@H](C)[C@H](CN(C)Cc2ccc(Oc4ccccc4)cc2)O3)cc1,-4.0
CC(=O)N(C)C[C@H]1Oc2ncc(C#Cc3ccc(F)cc3)cc2C(=O)N([C@H](C)CO)C[C@H]1C,-1.2
C[C@H](CO)N1C[C@H](C)[C@@H](CN(C)C)Oc2cc(C3=CCCC3)ccc2S1(=O)=O,-0.5
CCNC(=O)Nc1ccc2c(c1)C(=O)N(C)[C@@H]1CC[C@@H](CC(=O)NCc3ccccc3F)O[C@@H]1CO2,0.9

# Brought forward from above: 3 entries, followed by the next part.
SMILES,TcdB inh
CC(=O)N(C)C[C@H]1Oc2ncc(C#Cc3ccc(F)cc3)cc2C(=O)N([C@H](C)CO)C[C@H]1C,-1.2
C[C@H](CO)N1C[C@H](C)[C@@H](CN(C)C)Oc2cc(C3=CCCC3)ccc2S1(=O)=O,-0.5
CCNC(=O)Nc1ccc2c(c1)C(=O)N(C)[C@@H]1CC[C@@H](CC(=O)NCc3ccccc3F)O[C@@H]1CO2,0.9
Cc1noc(C)c1S(=O)(=O)Nc1ccc2c(c1)C(=O)N([C@H](C)CO)C[C@H](C)[C@@H](CN(C)Cc1ccc(C(F)(F)F)cc1)OCCCC[C@H](C)O2,-0.4
C[C@H](CO)N1C[C@H](C)[C@H](CN(C)C(=O)c2ccc(F)cc2)Oc2ncc(C#CCN(C)C)cc2C1=O,-0.1
CN(C)C(=O)c1ccc(-c2ccc([C@@H]3[C@H](C#N)N[C@H]3CO)cc2)cc1,0.2
CO[C@H]1CN(C)C(=O)c2cc(NC(=O)Nc3ccccc3)ccc2OC[C@H](C)N(C(C)=O)C[C@@H]1C,1.9
CO[C@@H](CN(C)S(=O)(=O)c1ccc(Cl)cc1)[C@@H](C)CN(C(=O)Nc1ccccc1F)[C@@H](C)CO,-0.8
COCC(=O)N(C)C[C@@H]1Oc2ncc(C3=CCCCC3)cc2C(=O)N([C@H](C)CO)C[C@H]1C,1.0
COc1ccc(C(=O)Nc2ccc3c(c2)C(=O)N(C)C[C@H](OC)[C@@H](C)CN[C@@H](C)CO3)cc1,-0.2
O=C(O)C[C@@H]1C=C[C@@H](NC(=O)CCN2CCCCC2)[C@H](CO)O1,0.8
C[C@@H]1CN([C@H](C)CO)C(=O)Cc2cc(NC(=O)Cn3cnnn3)ccc2O[C@H]1CN(C)Cc1ccc2c(c1)OCO2,0.0
C[C@@H]1CCCCO[C@H](CN(C)CC2CCCCC2)[C@@H](C)CN([C@H](C)CO)C(=O)c2cc(NS(=O)(=O)c3cn(C)cn3)ccc2O1,-0.6
COCC#Cc1cnc2c(c1)C(=O)N([C@@H](C)CO)C[C@@H](C)[C@H](CN(C)S(=O)(=O)c1cccc(OC)c1)O2,-0.4
COCC(=O)N1[C@@H](C#N)[C@@H](c2ccccc2-c2cccc(F)c2)[C@@H]1CO,2.8
CC(C)c1cn(CC[C@H]2CC[C@H](NC(=O)C3CC3)[C@@H](CO)O2)nn1,-0.3
O=C(Nc1cc(F)ccc1F)N1CC(=O)N2[C@@H](CO)[C@@H](c3ccc(C#CC4CCCCC4)cc3)[C@@H]2C1,0.3
COc1ccc(S(=O)(=O)N[C@@H]2CC[C@H](CC(=O)NCCc3ccccc3)O[C@@H]2CO)cc1,-0.4
CCCN1[C@H](C(=O)NC2CCC2)[C@@H](CO)[C@@H]2Cn3c(ccc(-c4cccnc4)c3=O)[C@@H]21,-0.2
O=C(C[C@H]1CC[C@@H]2[C@H](COC[C@@H](O)CN2C(=O)Nc2ccccc2)O1)NCCc1ccncc1,-1.0
CCCN(C)C[C@H]1Oc2cc(C#Cc3cccc(OC)c3)ccc2S(=O)(=O)N([C@@H](C)CO)C[C@H]1C,-7.9
C[C@H]1CN([C@@H](C)CO)C(=O)Cc2cc(NC(=O)Nc3ccccc3)ccc2O[C@@H]1CN(C)CC1CC1,-1.7
CCCC#Cc1cnc2c(c1)C(=O)N([C@@H](C)CO)C[C@H](C)[C@@H](CN(C)Cc1cccnc1)O2,1.2
O=C(C[C@@H]1C[C@@H]2c3cc(NS(=O)(=O)c4ccccc4)ccc3O[C@@H]2[C@@H](CO)O1)N1CCCCC1,0.7
Cc1noc(C)c1NC(=O)Nc1ccc2c(c1)C(=O)N([C@H](C)CO)C[C@H](C)[C@H](CN(C)C(=O)NC(C)C)OCCCC[C@H](C)O2,-1.3
C[C@H](CO)N1C[C@H](C)[C@H](CN(C)C(=O)Nc2ccc3c(c2)OCO3)Oc2c(NC(=O)c3nc4ccccc4s3)cccc2C1=O,-1.4
Cc1noc(C)c1NC(=O)Nc1ccc2c(c1)C(=O)N([C@@H](C)CO)C[C@@H](C)[C@H](CN(C)C(=O)Nc1ccc(C(F)(F)F)cc1)OCCCC[C@@H](C)O2,0.5

# Five of the compounds above, bar-delimited:
structure | TcdB inh
CCCN1[C@H](C(=O)NC2CCC2)[C@@H](CO)[C@@H]2Cn3c(ccc(-c4cccnc4)c3=O)[C@@H]21 | -0.2
O=C(C[C@H]1CC[C@@H]2[C@H](COC[C@@H](O)CN2C(=O)Nc2ccccc2)O1)NCCc1ccncc1 | -1.0
CCCN(C)C[C@H]1Oc2cc(C#Cc3cccc(OC)c3)ccc2S(=O)(=O)N([C@@H](C)CO)C[C@H]1C | -7.9
C[C@H]1CN([C@@H](C)CO)C(=O)Cc2cc(NC(=O)Nc3ccccc3)ccc2O[C@@H]1CN(C)CC1CC1 | -1.7
CCCC#Cc1cnc2c(c1)C(=O)N([C@@H](C)CO)C[C@H](C)[C@@H](CN(C)Cc1cccnc1)O2 | 1.2

# New compounds follow:
SMILES,TcdB inh
C[C@H](CO)N1C[C@H](C)[C@H](CN(C)CC2CC2)Oc2c(NC(=O)Nc3ccc(C(F)(F)F)cc3)cccc2C1=O,1.3
COc1cccc(S(=O)(=O)Nc2ccc3c(c2)C(=O)N(C)C[C@@H](OC)[C@H](C)CN(Cc2ccccc2F)[C@@H](C)CO3)c1,0.8
O=C(CCN1CCCCC1)NCC[C@@H]1CC[C@H](NC(=O)c2ccc(F)cc2)[C@@H](CO)O1,-7.8
COc1ccc(S(=O)(=O)Nc2ccc3c(c2)C(=O)N([C@@H](C)CO)C[C@@H](C)[C@@H](CN(C)S(=O)(=O)c2ccc(Cl)cc2)OCCCC[C@H](C)O3)cc1,0.3
C[C@@H]1CN([C@@H](C)CO)C(=O)c2cc(NC(=O)C3CCCCC3)ccc2O[C@@H](C)CCCCO[C@@H]1CN(C)C(=O)Nc1ccc(F)cc1,-1.3
C[C@@H]1CN([C@@H](C)CO)C(=O)c2cc(NS(=O)(=O)c3ccccc3)ccc2O[C@@H]1CN(C)Cc1ccc2c(c1)OCO2,0.3
C[C@H]1CN([C@@H](C)CO)C(=O)Cc2cc(N(C)C)ccc2O[C@@H]1CN(C)Cc1ccc(Cl)c(Cl)c1,-3.0
COc1cccc(C(=O)Nc2ccc3c(c2)C(=O)N(C)[C@@H]2CC[C@@H](CC(=O)N[C@@H](C)c4ccccc4)O[C@@H]2CO3)c1,0.8
O=C(C[C@H]1C[C@@H]2c3cc(NC(=O)C4CCC4)ccc3O[C@@H]2[C@@H](CO)O1)NC1CCCC1,-0.4
C[C@@H]1CN([C@H](C)CO)S(=O)(=O)c2ccc(C3=CCCC3)cc2O[C@@H]1CN(C)Cc1cccc(C(=O)O)c1,-0.1
C[C@@H]1CN([C@H](C)CO)C(=O)c2cc(NC(=O)CCCN(C)C)ccc2O[C@@H](C)CCCCO[C@H]1CN(C)C(=O)Nc1cccc2ccccc12,1.6
C[C@H]1CN([C@@H](C)CO)C(=O)c2cccc(NC(=O)c3ccc(-c4nccs4)cc3)c2O[C@H]1CN(C)S(C)(=O)=O,0.1

# 3 structures already listed, ordered by formula weight, descending.
SMILES,TcdB inh
C[C@H]1CN([C@@H](C)CO)C(=O)c2cccc(NC(=O)c3ccc(-c4nccs4)cc3)c2O[C@H]1CN(C)S(C)(=O)=O,0.1
C[C@H](CO)N1C[C@H](C)[C@H](CN(C)CC2CC2)Oc2c(NC(=O)Nc3ccc(C(F)(F)F)cc3)cccc2C1=O,1.3
O=C(CCN1CCCCC1)NCC[C@@H]1CC[C@H](NC(=O)c2ccc(F)cc2)[C@@H](CO)O1,-7.8

# Following part.
SMILES,TcdB inh
COc1ccccc1S(=O)(=O)N(C)C[C@@H]1OCc2cn(nn2)CCCC(=O)N([C@@H](C)CO)C[C@@H]1C,1.0
C[C@@H]1CCCCO[C@H](CN(C)C(=O)c2ccncc2)[C@H](C)CN([C@H](C)CO)C(=O)c2cc(NS(C)(=O)=O)ccc2O1,0.1
C[C@H](CO)N1C[C@H](C)[C@@H](CN(C)C(=O)Nc2ccc(F)cc2)Oc2ncc(-c3cccnc3)cc2C1=O,0.5
CC(=O)NC[C@@H]1[C@H](c2ccc(-c3ccccc3)cc2)[C@@H](CO)N1C(=O)C1CC1,-2.8
CCCN(C)C[C@H]1Oc2cc(C#Cc3cccc(F)c3)ccc2S(=O)(=O)N([C@H](C)CO)C[C@H]1C,0.2
CO[C@H]1CN(C)C(=O)c2cc(NC(=O)c3cc(C)on3)ccc2OC[C@H](C)N(C(C)=O)C[C@H]1C,0.1
CO[C@@H]1CN(C)C(=O)c2cc(NC(=O)c3ccccc3F)ccc2OC[C@H](C)N(C)C[C@@H]1C,1.0
O=C(NCCCN1CCOCC1)[C@H]1[C@H](CO)[C@H]2Cn3c(cccc3=O)[C@@H]1N2C(=O)NC1CCCC1,1.4
CC(C)NC(=O)N(C)C[C@H]1OCCCC[C@@H](C)Oc2ccc(NC(=O)CCCN(C)C)cc2C(=O)N([C@H](C)CO)C[C@@H]1C,1.0
O=C(N[C@H]1CC[C@H](CCn2cc(C3(O)CCCC3)nn2)O[C@@H]1CO)c1ccccc1F,-2.9
O=C(NCC[C@@H]1CC[C@@H](NS(=O)(=O)Cc2ccccc2)[C@H](CO)O1)C1CCCCC1,-0.3
Cc1noc(C)c1NC(=O)NCC[C@H]1CC[C@H](NC(=O)Nc2cccc(Cl)c2)[C@@H](CO)O1,0.0
CO[C@H]1CN(C)C(=O)c2ccc(NC(=O)c3ccc(Oc4ccccc4)cc3)cc2OC[C@H](C)NC[C@H]1C,0.9
CCCC(=O)Nc1ccc2c(c1)C(=O)N(C)C[C@H](OC)[C@H](C)CN(S(=O)(=O)c1cn(C)cn1)[C@@H](C)CO2,1.0
COc1ccc2c3c([nH]c2c1)[C@H](CO)N(Cc1ccccn1)CC31CCN(C(=O)CC2CC2)CC1,0.5
C[C@@H]1CN([C@H](C)CO)C(=O)c2cccc(NS(C)(=O)=O)c2O[C@@H]1CN(C)S(=O)(=O)c1cccs1,-0.6
O=C(N[C@@H]1CC[C@H](CC(=O)N2CCOCC2)O[C@H]1CO)c1ccc2c(c1)OCO2,-0.9
O=C(C[C@@H]1CC[C@@H](NC(=O)c2ccncc2)[C@@H](CO)O1)NCCc1ccncc1,0.7
CCS(=O)(=O)N1CCCCN2[C@H](CO)[C@@H](c3ccc(-c4ccccc4C)cc3)[C@H]2C1,-0.3
C[C@@H]1CN([C@H](C)CO)C(=O)c2cc(C#Cc3ccncc3)cnc2O[C@H]1CN(C)CC1CCOCC1,0.5
COc1ccc(NC(=O)Nc2ccc3c(c2)C(=O)N([C@H](C)CO)C[C@@H](C)[C@H](CN(C)CC2CC2)OCCCC[C@@H](C)O3)cc1,-0.4
CNC[C@H]1Oc2cc(C#CC3(O)CCCC3)ccc2S(=O)(=O)N([C@@H](C)CO)C[C@@H]1C,0.8
CC(=O)N(C)C[C@@H]1Oc2cc(C#Cc3ccccc3F)ccc2S(=O)(=O)N([C@H](C)CO)C[C@@H]1C,2.4
C[C@H](CO)N1C[C@H](C)[C@H](CN(C)C(=O)C2CC2)Oc2cc(C#Cc3ccccc3)ccc2S1(=O)=O,0.1
COCC(=O)N1[C@H](C(=O)Nc2ccccc2)[C@@H](CO)[C@@H]2Cn3c(ccc(-c4ccc(F)cc4)c3=O)[C@@H]21,-1.1
CCC(=O)N1C[C@H](C)[C@@H](OC)CN(C)C(=O)c2cc(NC(=O)NC3CCCC3)ccc2OC[C@@H]1C,0.2
C[C@H](CO)N1C[C@H](C)[C@@H](CN(C)C(=O)Nc2ccc(C(F)(F)F)cc2)Oc2ccc(NC(=O)c3ccncc3)cc2CC1=O,0.9
Cc1ccc(S(=O)(=O)Nc2ccc3c(c2)C(=O)N([C@@H](C)CO)C[C@H](C)[C@@H](CN(C)S(=O)(=O)c2ccc(F)cc2)OCCCC[C@H](C)O3)cc1,-1.8
C[C@@H](NC(=O)C[C@@H]1CC[C@@H](NC(=O)C2CCC2)[C@H](CO)O1)c1ccccc1,-0.4
O=C(Nc1ccccc1)N[C@@H]1CC[C@H](CCn2cc(C3(O)CCCC3)nn2)O[C@@H]1CO,-0.2
C[C@@H]1CCCCO[C@@H](CN(C)Cc2ccncc2)[C@H](C)CN([C@H](C)CO)C(=O)c2cc(NC(=O)NC3CCCCC3)ccc2O1,0.9
COc1ccc(-c2ccc3c(c2)O[C@@H](CN(C)CC2CCOCC2)[C@H](C)CN([C@@H](C)CO)S3(=O)=O)cc1,-0.3
